Screening results deposited in PubChem BioAssay by National Center for Advancing Translational Sciences (NCATS).
EPAC2 antagonist = qHTS for Antagonist of cAMP-regulated guanine nucleotide exchange factor 2 (EPAC2): primary screen | Rap guanine nucleotide exchange factor 4 (Homo sapiens), Q8WZA2 | EPAC2 GEF exchange of Rap1B-BODIPY-GDP, fluorescence | Potency, µM (doses to about 114 µM), without a hit: at the highest dose activity, negative = inhibition, actives largely listed as inhibitors | hit rate 0.18% among 360,000 | AID 720708, 2013; also: % is scaled to controls: 0 for no effect and ±100 for the full control effect; nearly all actives have a fitted effect of over 45% in size; many of its hits are not listed in these tables
Target sequence (Q8WZA2 whole entry, looked up): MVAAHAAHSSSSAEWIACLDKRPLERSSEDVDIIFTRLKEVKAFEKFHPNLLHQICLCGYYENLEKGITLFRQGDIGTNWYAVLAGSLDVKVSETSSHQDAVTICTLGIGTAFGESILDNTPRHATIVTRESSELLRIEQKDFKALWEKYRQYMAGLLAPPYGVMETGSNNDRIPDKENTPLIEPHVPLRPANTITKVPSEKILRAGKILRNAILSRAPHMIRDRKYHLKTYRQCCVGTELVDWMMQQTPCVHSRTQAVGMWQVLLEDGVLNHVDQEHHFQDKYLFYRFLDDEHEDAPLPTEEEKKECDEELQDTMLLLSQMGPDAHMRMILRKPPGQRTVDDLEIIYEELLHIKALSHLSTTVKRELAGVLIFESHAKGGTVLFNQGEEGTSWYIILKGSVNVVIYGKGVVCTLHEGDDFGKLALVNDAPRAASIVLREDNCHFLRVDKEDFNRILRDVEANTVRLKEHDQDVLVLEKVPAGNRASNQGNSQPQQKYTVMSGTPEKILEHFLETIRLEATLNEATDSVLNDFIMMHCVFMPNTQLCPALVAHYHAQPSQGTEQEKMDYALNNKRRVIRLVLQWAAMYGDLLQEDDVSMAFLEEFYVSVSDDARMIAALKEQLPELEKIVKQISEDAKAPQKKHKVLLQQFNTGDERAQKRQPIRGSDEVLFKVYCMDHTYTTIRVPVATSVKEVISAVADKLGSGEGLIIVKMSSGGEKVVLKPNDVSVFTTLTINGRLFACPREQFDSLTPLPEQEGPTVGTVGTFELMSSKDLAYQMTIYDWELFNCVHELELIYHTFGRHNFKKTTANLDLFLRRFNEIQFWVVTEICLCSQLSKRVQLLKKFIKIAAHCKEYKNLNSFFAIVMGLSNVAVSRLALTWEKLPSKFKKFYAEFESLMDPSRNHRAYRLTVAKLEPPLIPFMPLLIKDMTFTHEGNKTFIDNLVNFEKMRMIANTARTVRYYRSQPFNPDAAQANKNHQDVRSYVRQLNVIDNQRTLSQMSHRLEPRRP
TGFb inhibitor = qHTS for Inhibitors of TGF-b; HepG2 CAGA-GFP TGF-b/SMAD3 reporter, GFP fluorescence, 18 h; TGF-beta stimulated, 500 pg/mL final; Potency, µM (doses to about 46.1 µM), inactives show top-dose activity, negative = inhibition, usual class: inhibitors; hit rate 1.2% among 410,000; also: % is scaled to controls: 0 for no effect and ±100 for the full control effect; nearly all actives have a fitted effect of over 65% in size
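HEPG2 CAGA-GFP, 1000 cells/well; 2 h settle, 37 C; cpd via pin tool; TGF-b 500 pg/mL final; 18 h, 37 C; GFP imaging ex488/em500-530; %Activity normalised to -TGF-b and +DMSO controls; CRC fit, curve class.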
HepG2 tox = qHTS for Inhibitors of TGF-b: Cytotox Counterscreen; Potency, µM (doses to about 46.1 µM), for the others: at the highest dose activity change, negative = cytotoxicity, actives largely listed as cytotoxic; HepG2 CAGA-GFP viability, ATP luminescence, 18 h; hit rate 0.76% among 410,000; also: some results filed as inactive show a strong effect at the top dose
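CellTiter-Glo luminescence gave cytotoxicity after 18 hours at 37 degrees C. The cells were HepG2 CAGA-GFP in 1% FBS DMEM, stimulated with 500 pg/mL TGF-beta after compound addition. %Activity was normalised to no-cell wells (complete cell-killing) and DMSO (no toxicity), and curves were fitted and classified.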
ATXN2 expr inh = Primary qHTS for Inhibitors of ATXN expression. HEK-293 ATXN2-luciferase reporter, luminescence, 24 h. Potency, µM (doses to about 57 µM), for the others: at the top dose activity change, negative = inhibition, actives largely listed as inhibitors. hit rate 0.72% among 360,000; also: % is scaled to controls: 0 for no effect and ±100 for the full control effect; nearly all actives have a fitted effect of over 55% in size
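qHTS (up to 57 uM final) was run with 24 h compound exposure of reporter cells at 37 °C. Each well was multiplexed: SteadyGlo luminescence measured ATXN2-luciferase expression after a fluorogenic Gly-Phe-AFC viability readout (25 uM final).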
MCF10A rerep = A quantitative high throughput screen for small molecules that induce DNA re-replication in MCF 10a normal breast cells; Potency, µM (titrated, usually from 46.1 µM), for the others: at the highest dose activity, positive = re-replication, actives largely listed as activators; MCF 10A DNA re-replication, Hoechst nuclear intensity, 48 h; hit rate 2.9% among 350,000; AID 624296, 2012; also: % of control where 0% means no effect; nearly all actives have a fitted effect of over 50% in size
Nrf2 ARE act = qHTS of Nrf2 Activators | AREc32 ARE-luciferase reporter (MCF7-derived line), luminescence, 24 h | Potency, µM (titrated, usually from 46.1 µM), inactives show top-dose activation, most hits filed as activators | hit rate 0.31% among 410,000 | AID 624171, 2012; also: % of control where 0% means no effect; nearly all actives have a fitted effect of over 65% in size
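Steps: seed AREc32_Fluc cells (1000/well, 5% FBS OPTI-MEM); incubate overnight at 37 deg C; add 23 nL compound; incubate 24 hr; add Steady-Glo; hold 30 min RT; read luminescence.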
S2 tox = Viability Counterscreen for Primary qHTS for Inhibitors of ATXN expression. S2 cells (HEK-293 line with an ATXN2-luciferase reporter) viability, CellTiter-Fluor protease fluorescence, 24 h. Potency, µM (highest dose often 56.7 µM), most hits filed as cytotoxic. hit rate 0.49% among 400,000. AID 651635, 2014; also: nearly all actives have a fitted effect of over 40% in size
A549 viability = Nrf2 qHTS screen for inhibitors: counterscreen for cytotoxicity; A549 ARE-Fluc cells, CellTiter-Fluor viability, 18-24 h; Potency, µM (series often up to 46 µM), without a hit: at the top dose activity change, negative = cytotoxicity, actives largely listed as inhibitors; hit rate 0.16% among 390,000; AID 504648, 2011; also: % is scaled to controls: 0 for no effect and ±100 for the full control effect
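Cytotoxicity counterscreen: CellTiter-Fluor fluorescence was measured in A549 ARE_Fluc cells after 18-24 h of compound exposure in a concentration series. The subsequent BugLite luminescent read reports ARE-luciferase activity.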
Nrf2 block = Nrf2 qHTS screen for inhibitors. AID 504444, 2011. Potency, µM (top dose mostly 46 µM), for the others: at the highest dose activity change, negative = inhibition, hits mostly inhibitors. A549 ARE-Fluc reporter, luciferase luminescence, 18-24 h. hit rate 2.1% among 360,000; also: % is scaled to controls: 0 for no effect and ±100 for the full control effect; nearly all actives have a fitted effect of over 60% in size
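Reporter: ARE-Fluc in A549. Exposure: 18-24 h, 37 °C, 5% CO2, 5% FBS OPTI-MEM. Readouts: fluorescent cytotoxicity (CellTiter-Fluor), then luminescent Nrf2 signal after BugLite.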
The depositor's hits bear a star; i = inactive; ? = inconclusive; · = not tested or not shown; & = joins results of further samples; [ ] = another dose, or the depositor's remark. Calls follow the shape of the dose curve; as a rule, active = well fitted curve in the direction sought with a large enough effect; inconclusive = small, poorly fitted or top-dose-only effect, or another doubt; inactive = no such curve, though single readings can be large; an effect the other way counts as inactive or inconclusive. Potency is read from the fitted curve at half-maximal effect. An excerpt; the hit share may differ from the screen's.

SMILES | EPAC2 antagonist | TGFb inhibitor | HepG2 tox | ATXN2 expr inh | MCF10A rerep | Nrf2 ARE act | S2 tox | A549 viability | Nrf2 block
O=C(CCN1C(=O)/C(=C/c2ccccc2Cl)SC1=S)Nc1cccnc1 | -5% | 8% | 2% | · | -1% | -0.1% | i | -11% | -11%
COc1ccc2ccccc2c1CN1CCN(C(=O)c2ccccc2)CC1 | 1% | 0% | -34% | -16% | 11% | 2.6% | i | -3% | ·
CCCNc1nc(NCc2ccccc2OC)c2cnn(C)c2n1 | · | 0% | -26% | -16% | · | 6.5% | i | 1% | ·
Cc1ccc2c(c1)cc1c(=O)n(Cc3cccc(Cl)c3)nc(C)n12 | · | 5% | -7% | 6% | · | 0.5% | i | -3% | 2%
Cc1ccc(N2CCN(C(=O)c3c(C)oc4ncn(C)c(=O)c34)CC2)c(C)c1 | · | -1% | 6% | 3% | · | -1.5% | i | 7% | ?
CC1(C)CC(NC(=O)COc2ccc3ccc(=O)oc3c2)CC(C)(C)N1 | -6% | -4% | 1% | -2% | 6% | -0.7% | i | 5% | 11%
COc1ccc(NC(=O)NCc2ccccn2)cc1 | 1% | 0% | 0% | 4% | 3% | -0.5% | i | -18% | -12%
CCN(CC)CCCNc1oc(-c2ccccc2[N+](=O)[O-])nc1C#N | 16% | -24% | -17% | · | -2% | 0.0% | i | 4% | 5%
Cc1cccc(N2CCN(C(=O)CN3C(=O)NC(C)(C4CC4)C3=O)CC2)c1C (centres undefined) | -27% | 17% | -2% | 9% | 1% | -0.6% | i | 0% | ?
Cc1ccc(C2c3[nH]c4ccccc4c3CCN2C(=O)Nc2ccc(C)c(C)c2)cc1 (centres undefined) | · | 23% | -16% | · | · | 5.3% | · | -14% | ·
CCOC(=O)c1sc2nc(C)n(CC(=O)Nc3cccc(Cl)c3)c(=O)c2c1C | · | 7% | 1% | 1% | · | 0.1% | i | 0% | 2%[9.27 µM]
COc1cccc(CNC(=O)c2ccc(CS(=O)(=O)Cc3ccc(C)cc3)o2)c1 | 0% | 1% | -6% | -6% | -4% | 0.0% | i | 1% | 7%
O=C(Cc1ccccc1F)Nc1cccc(S(=O)(=O)N2CCCCC2)c1 | -7% | 9% | -15% | · | · | -1.4% | i | · | ·
CC1CCCN(c2ccc(C(=O)Nc3cccnc3)cc2[N+](=O)[O-])C1 (centres undefined) | -30% | -4% | -29% | -2% | 4% | 6.0% | i | -20% | ?
CCOC(=O)C(=O)c1csc(NC(=O)CCSc2ccc(C)cc2)n1 | 0% | -9% | -13% | -1% | 0.58µM* | -0.3% | i | -2% | -9%
Cc1sc(NC(=O)CCS(=O)(=O)c2ccccc2)c(C#N)c1C | 1% | 1% | -1% | -1% | 7% | ? | i | -15% | 11%
O=C(CCS(=O)(=O)c1ccc(Br)cc1)NCCC1=CCCCC1 | 5% | -18% | 4% | · | -1% | -0.7% | i | 1% | 1%
O=C(Cn1c(=O)oc2ccccc21)Nc1ccc2c(c1)OCCO2 | -6% | -1% | -17% | 30% | 8% | 2.8% | i | 4% | 16%
O=C(OCC(=O)c1ccc[nH]1)c1ccccc1 | -2% | -18% | 3% | 22% | -1% | 3.0% | i | 3% | 26%
COCCNC(=S)NN=C1CCC(c2ccccc2)CC1 (centres undefined) | -11% | 1% | 2% | -22% | 11% | -0.3% | i | 2% | 7%
O=c1c2ccccc2c2ccccc2c(=O)n1CC1CCCO1 (centres undefined) | 0% | 9% | 6% | 2% | 0% | -0.8% | i | 0% | ?
O=C(CN1CCOCC1)N1CCc2ccccc2C(c2ccccc2)C1 (centres undefined) | 6%[57.1 µM] | 19% | 24% | -1% | -2% | -0.2% | i | -4% | ?
CNC(=O)c1sc(N2N=C3/C(=C\c4ccccc4)CCCC3C2c2ccccc2)nc1C (centres undefined) | 2% | 2% | -17% | ? | ? | -0.1% | · | 13% | 11%
CCOC(=O)N(C)c1c(CC)nc2c(OCc3ccc(Cl)cc3)cccn12 | ? | -18% | -21% | -23% | · | 6.2% | · | · | ·
COc1ccc(S(=O)(=O)N(CC(=O)N2CCN(C)CC2)c2ccccc2)cc1OC | 0% | -4% | -1% | 6% | -3% | 0.5% | i | -3% | -2%

The final 3 records of the section before lead into the next.
SMILES | EPAC2 antagonist | TGFb inhibitor | HepG2 tox | ATXN2 expr inh | MCF10A rerep | Nrf2 ARE act | S2 tox | A549 viability | Nrf2 block
CNC(=O)c1sc(N2N=C3/C(=C\c4ccccc4)CCCC3C2c2ccccc2)nc1C (centres undefined) | 2% | 2% | -17% | ? | ? | -0.1% | · | 13% | 11%
CCOC(=O)N(C)c1c(CC)nc2c(OCc3ccc(Cl)cc3)cccn12 | ? | -18% | -21% | -23% | · | 6.2% | · | · | ·
COc1ccc(S(=O)(=O)N(CC(=O)N2CCN(C)CC2)c2ccccc2)cc1OC | 0% | -4% | -1% | 6% | -3% | 0.5% | i | -3% | -2%
COc1ccc(C(C(=O)NCC2CCCO2)N(C(=O)CNC(=O)c2cccs2)c2ccc(C)cc2)cc1OC (centres undefined) | 2% | 12% | 4% | 2% | -4% | 0.3% | i | -3% | -2%
O=C(Cc1ccc(NC(=O)C2CCCN(C(=O)C3CCCC3)C2)cc1)Nc1cccc(C(=O)N2CCCCC2)c1 (centres undefined) | 2% | 4% | 3% | 1% | 62% | 0.5% | i | -4% | -24%
O=C(Oc1cccc2c(O)cccc12)c1ccco1 | -3% | 2% | 6% | 2% | 0% | 18% | i | -20% | -20%
COc1ccc(CNC(=O)CN2C(=O)NC(c3ccccc3)(c3ccccc3)C2=O)cc1OC | -12% | -6% | -27% | 5% | 0% | 0.2% | i | -1% | -4%
Cc1ccc(C)c(CSc2nnc([C@@H]3CCCN3)o2)c1 | -9% | 16% | -31% | 3% | 2% | -0.4% | i | 3% | 12%
CCOCCn1c(CN(Cc2ccccc2)Cc2ccccc2)nc2c1c(=O)n(C)c(=O)n2C | -28% | ? | -24% | -33% | 1% | 3.2% | i | -5% | ?
O=C(CCn1cnc2ncccc2c1=O)N1CCN(c2cccc(Cl)c2)CC1 | -3% | 6% | 17% | 0% | -1% | 1.1% | i | 7% | 7%
CCc1ccc(/C(C)=N/NC(=O)CNC(=O)/C=C/c2ccccc2OC)cc1 | -7% | 3% | -7% | -8% | 12% | -0.4% | i | -1% | ?
O=C(NCc1ccc(F)cc1)C(c1ccccc1)c1ccccc1 | 5% | -3% | 15% | -48% | 9% | -0.5% | ? | 9% | 0%
Cn1cccc1-c1cc2n(n1)CCC(=O)N2CC(=O)Nc1ccc(F)cc1Cl | · | -5% | 0% | 13% | · | 4.8% | i | -2% | ·
CN(c1ccccc1)S(=O)(=O)c1cccc(NC(=O)COC(=O)C2CCCCC2)c1 | -7% | -22% | -1% | -10% | 2% | -0.9% | i | 6% | 3%
CC(C)(C)OC(=O)N1CCC(c2c(C(=O)N3CCCCC3)cnn2-c2cccc(F)c2)CC1 | · | 13% | 0% | 1% | · | -0.8% | i | 2% | 44%
Cc1cc(S(=O)(=O)NC2CCCC2)ccc1-n1cnnn1 | 1% | 11% | 1% | 4% | -6% | 0.0% | i | -10% | -7%
Cc1c(C)c2c(OCC(=O)Nc3ccc(CCO)cc3)cc3c(c2oc1=O)CCC(C)(C)O3 | -16% | -22% | -30% | -7% | ? | 4.0% | i | 10% | 4%
COc1ccccc1NC(=O)C1CCCN(S(=O)(=O)c2ccc(-n3cnnn3)cc2)C1 (centres undefined) | -4% | -8% | -40% | 9% | 13% | 0.3% | i | 1% | -7%
CCOC(=S)SCC(=O)Nc1nccs1 | 12% | -33% | -31% | -14% | ? | ? | ? | -4% | -14%
CC1COC(=C2C(=O)OCC2C)C1 (centres undefined) | 2% | 5% | 0% | · | · | -1.0% | i | · | ·
CCOc1ccc(NC(=O)C2CCCN(c3cnccn3)C2)cc1 (centres undefined) | 4% | -7%&0% | 0%&-26% | -6% | 23% | -0.1%&-0.4% | i | 9%&3% | -9%&-7%
Cc1c(Cl)c([N+](=O)[O-])nn1CC(=O)N1CCCc2ccccc21 | 0% | -14% | -63% | 23% | -6% | 0.3% | i | 12% | 13%
O=c1ccnc(SCCc2ccc([N+](=O)[O-])cc2)[nH]1 | 1% | 1% | -43% | 2% | 0% | -0.6% | i | -8% | -15%
COc1cc(NC(=O)Cn2nc(C(F)(F)F)c3c2CCC3)cc(OC)c1OC | · | -16% | -17% | -25% | · | 5.5% | i | -12% | ?
CCOc1ccc(S(=O)(=O)N2CCCCC2)cc1NC(=O)c1c(CC)noc1C | -8% | 18% | 1% | -5% | -1% | 0.0% | i | 9% | 22%
COc1ccc(N(Cc2cccs2)C(=O)COc2cccc(Cl)c2)cc1 | · | ? | -24% | · | · | -0.7% | · | -10% | ?
CCCCCNCC(=O)Nc1cc(C(F)(F)F)ccc1OCCOC | -1% | -10% | -3% | · | -5% | 3.5% | i | 0% | 4%
O=C(CN1CCOCC1)NNc1c2ccccc2nc2ccccc12 | -13% | 0% | 1% | -1% | 14% | 1.9% | i | -17% | -8%
COCCn1c(SCc2nc3cc(OC)c(OC)cc3c(=O)[nH]2)nnc1-c1ccncc1 | -1% | 7% | 6% | -4% | 16% | -0.7% | i | 2% | 3%
COc1cc(C)ccc1OCCSc1nnc(-c2ccc(C)cc2)o1 | · | -9% | -16% | -8% | · | 0.1% | i | 9% | -6%
CN(C)S(=O)(=O)c1cccc(C(=O)NC(=S)N(CCC#N)Cc2cccnc2)c1 | 5% | 0% | -27% | -11% | 0% | -0.9% | i | 1% | ?
CNC(=O)c1sc(Nc2cc(C)ccc2C)nc1C | -5% | 14% | 4% | 7% | -1% | 0.2% | i | 0% | 1%
